# Screening results from PubChem.
# human PMI inhibition: inhibitors of human PMI, primary screen, biochemical, fluorescence intensity, coupled assay (AID 1209); purified PMI enzyme, coupled fluorescence intensity; higher % means a stronger effect; inhibition, % at 20 µM; hits with a dose series show IC50 in µM; hit rate 0.42% among 190,000;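 note: plate controls were DMSO vehicle for no effect and wells lacking substrate for full effect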
# LYP inhibition: PTPN22 lymphoid phosphatase activity blockers – biochemical, fluorescence intensity, uHTS (AID 1779); recombinant LYP phosphatase, fluorescence intensity; higher % means a stronger effect; inhibition, % at 11.5 µM; hits with a dose series show IC50 in µM; hit rate 0.054% among 290,000;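 note: plate controls were vehicle with enzyme for no effect and no enzyme for full effect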
# TNAP activation fold: stimulation of alkaline phosphatase TNAP activity – biochemical, luminescent, no phosphate acceptor, uHTS, primary screen (AID 1001). purified TNAP, luminescent activation assay, no phosphate acceptor; higher activation fold means a stronger effect. one-dose activation fold at 20 µM; EC50 in µM for titrated hits. hit rate 0.03% among 200,000; in the data active = activation fold from about 3, or a potency from the dose series; inactive = the rest, 99 in 100 with activation fold below about 1.6; note: many of its hits are not listed in these tables
# NOD1 inhibition: NOD1 signaling inhibitors, primary screen, cell-based, luminescence, uHTS (AID 1578); NOD1-driven NF-kB luciferase reporter cells, luminescence; higher % means a stronger effect; inhibition, % at 4 µM; hits with a dose series show EC50 in µM; hit rate 1% among 290,000; in the data active = inhibition mostly above about 36%, no sharp cut-off; inactive = mostly below about 34%;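 note: HEK-293T reporter cells stimulated with the NOD1 agonist gamma-tri-DAP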
# XIAP displacement: XIAP antagonists, biochemical, IAP family, fluorescence polarization (AID 1018). XIAP BIR domain, fluorescence polarization peptide displacement; higher % means a stronger effect. hit rate 0.007% among 200,000. one-dose displacement, % at 20 µM; IC50 in µM for titrated hits; in the data active = displacement above about 50%; note: a part of the inactive calls stands beside numbers as strong as those of hits
# HEK293 NOD2/NF-kB: inhibition of NOD2-driven NF-kB reporter – cell-based, luminescence, uHTS, HEK293 (AID 1566); HEK293 NOD2/NF-kB luciferase reporter, luminescence; higher % means a stronger effect; one-dose inhibition, % at 4 µM; EC50 in µM for titrated hits; hit rate 0.63% among 290,000; note: many of its hits are not listed in these tables
# KOR beta-arrestin-1: kappa opioid receptor activators – cell-based, luminescence, uHTS, primary screen (AID 1777); hit rate 0.02% among 280,000; activation, % at 10 µM; hits with a dose series show EC50 in µM; KOR beta-arrestin recruitment, luminescence; higher % means a stronger effect; in the data active = activation above about 50%, passing the limit was not always enough; note: a part of the inactive calls stands beside numbers as strong as those of hits
# KOR beta-arrestin-2: kappa opioid receptor blockers – cell-based, luminescence, uHTS (AID 1778) | KOR beta-arrestin recruitment, luminescence, antagonist mode; higher % means a stronger effect | inhibition, % at 10 µM; hits with a dose series show IC50 in µM | hit rate 0.091% among 290,000; note: strong numbers were not always called active
# human PMI inhibitors: MPI inhibition at elevated mannose 6-phosphate – biochemical, fluorescence intensity, high mannose 6-phosphate, primary screen (AID 1220); recombinant PMI enzyme, coupled fluorescence intensity; higher % means a stronger effect; one-dose inhibition, % at 20 µM; IC50 in µM for titrated hits; hit rate 0.66% among 190,000
# The depositor's hits bear a star; / = not tested or not shown; & = joins results of further samples; [ ] = dose if it differs, or a comment. Cut-off read from the data, not from the text of the source, unless noted: active = inhibition above about 50%; inactive = the rest. Not all compounds are listed (hit frequency here may not be typical).
human PMI inhibition	LYP inhibition	TNAP activation fold	NOD1 inhibition	compound	XIAP displacement	HEK293 NOD2/NF-kB	KOR beta-arrestin-1	KOR beta-arrestin-2	human PMI inhibitors
1%	-4%	1.2	-6%	O=C(NC1CCCCC1)N1CCN(c2ncccn2)CC1	-4.1%	14%	1.2%	12%	6%
11%	0%	1.2	10%	Cc1cc(S(=O)(=O)N2CCCC2)ccc1OCC(=O)NCc1ccco1	-7.0%	6%	2.9%	-40%	-6%
-8%	-6%	1	15%	CCCCN(CC)CCCNC(=S)Nc1ccc2nc(N3CCN(C)CC3)cc(C)c2c1	-7.8%	-5%	9.3%	-52%	10%
8%	-6%	1	-8%	COC(=O)c1ccccc1NS(=O)(=O)c1cn(C)c(=O)n(C)c1=O	-4.5%	-5%	-2.5%	-23%	2%
/	-12%	/	27%	CCOc1ccc(-n2nnnc2SCC(=O)Nc2ccc(NC(C)=O)cc2)cc1	/	2%	-2.9%	9%	/
/	0%	/	3%	O=C(O)c1ccc(N/N=C2/CCSc3ccc(F)cc32)cc1	/	15%	-0.2%	-20%	/
0%	-2%	1.1	-23%	CC1CCc2nn(CC(=O)NC3CCCC3)cc2C1 (configuration not stated)	2.5%	4%	10%	-7%	10%
-2%	3%	1.2	-48%	O=C(CSc1nnc2ccccn12)NNC(=O)c1ccccc1	-3.6%	7%	2.4%	-36%	-1%
1%	-4%	1.1	-4%	Cc1nc(-c2ccc(C(=O)NCCO)cc2)cs1	0.9%	-8%	-3.8%	27%	1%
/	0%	/	-2%	COc1ccc(OC)c(/C=N/n2c(-c3n[nH]c4c3CCC4)n[nH]c2=S)c1	/	-31%	-0.3%	-37%	/
14%	-3%	1.1	-9%	COc1ccc(-c2cc(-c3ccc(N)cc3)nc(N)c2C#N)cc1OC	-14%	-11%	/	-69%[20 µM]	24%
/	-8%	/	-17%	Fc1cccc(CN2CCSCC2)c1	/	8%	-6.9%	16%[20 µM]	/
-5%	5%	0.9	12%	Clc1nc(-c2ccccn2)nc2scc(-c3ccccc3)c12	-10%	-77%	7.1%	-49%	-12%
/	-10%	/	10%	CCCc1nnc(NC(=O)CCC(=O)NCc2ccccc2Cl)s1	/	14%	-0.1%	-24%	/
-8%	1%	1.1	-67%	Cc1ccc2nc(/C=C/c3cccc(F)c3)ccc2c1	-9.3%	-144%	16%	-18%	-14%

# Already shown: entries from further up.
human PMI inhibition	LYP inhibition	TNAP activation fold	NOD1 inhibition	compound	XIAP displacement	HEK293 NOD2/NF-kB	KOR beta-arrestin-1	KOR beta-arrestin-2	human PMI inhibitors
/	-8%	/	-17%	Fc1cccc(CN2CCSCC2)c1	/	8%	-6.9%	16%[20 µM]	/
-5%	5%	0.9	12%	Clc1nc(-c2ccccn2)nc2scc(-c3ccccc3)c12	-10%	-77%	7.1%	-49%	-12%
/	-10%	/	10%	CCCc1nnc(NC(=O)CCC(=O)NCc2ccccc2Cl)s1	/	14%	-0.1%	-24%	/
-8%	1%	1.1	-67%	Cc1ccc2nc(/C=C/c3cccc(F)c3)ccc2c1	-9.3%	-144%	16%	-18%	-14%

# Three structures already listed, ordered by number of heavy atoms, largest number first.
human PMI inhibition	LYP inhibition	TNAP activation fold	NOD1 inhibition	compound	XIAP displacement	HEK293 NOD2/NF-kB	KOR beta-arrestin-1	KOR beta-arrestin-2	human PMI inhibitors
/	-10%	/	10%	CCCc1nnc(NC(=O)CCC(=O)NCc2ccccc2Cl)s1	/	14%	-0.1%	-24%	/
-2%	3%	1.2	-48%	O=C(CSc1nnc2ccccn12)NNC(=O)c1ccccc1	-3.6%	7%	2.4%	-36%	-1%
/	-8%	/	-17%	Fc1cccc(CN2CCSCC2)c1	/	8%	-6.9%	16%[20 µM]	/

# (continued)
human PMI inhibition	LYP inhibition	TNAP activation fold	NOD1 inhibition	compound	XIAP displacement	HEK293 NOD2/NF-kB	KOR beta-arrestin-1	KOR beta-arrestin-2	human PMI inhibitors
/	4%	/	-41%	COCCNC(=S)N(CCO)Cc1cc2cc3c(cc2[nH]c1=O)OCCO3	/	-2%	-3.6%	8%	/
/	-4%	/	-36%	CC(C)(CNC(=O)c1ccccc1NS(C)(=O)=O)N1CCCCC1	/	2%	-2.2%	49%	/
/	-4%	/	-6%	C/C(=N\N(c1ccccc1)c1ccccc1)c1ccc(O)cc1	/	-70%	1.9%	-10%	/
2%	-4%	1.1	-10%	Cc1csc(NC(=O)C2CCN(S(=O)(=O)c3ccccc3F)CC2)n1	-5.7%	20%	-3.8%	6%	2%
/	-6%	/	-10%	C#CC(C)(C)NC(=O)c1cnc(-c2ccccc2)nc1-c1ccccc1	/	-9%	0.9%	-10%	/
1%	-6%	1	-11%	Cc1ccc(C(=O)NCCSC(C)(C)C)cc1	-4.8%	-69%	2.8%	35%	5%
9%	1%	1.1	-30%	COc1ccc2c(c1)c(=O)c(C(=O)c1ccc(F)cc1)cn2CC(=O)Nc1ccc(F)cc1	-0.7%	1%	1.0%	6%	8%
2%	-15%	1.2	-5%	CCN(CC)c1ccc2ccc(=O)oc2c1	-0.7%	10%	-2.5%	25%[20 µM]	4%
/	-2%	/	-8%	O=[N+]([O-])c1cc([N+](=O)[O-])c2cccnc2c1O	/	8%	5.2%	13%	/
/	-13%	/	-6%	O=C(NCCc1ccccc1F)C1CCC(=O)N(CCCN2CCCC2=O)C1 (configuration not stated)	/	1%	-6.0%	-30%[20 µM]	/
-8%	0%	1.4	-16%	COc1ccc(C(=O)NNC(=O)CCn2nnc(-c3ccc(C)cc3)n2)cc1OC	-0.9%	10%	1.2%	-28%	-2%
/	-2%	/	-4%	CN1c2ccccc2C(=O)/C(=C\Nc2ncccn2)S1(=O)=O	/	18%	-1.1%	4%	/
-4%	2%	1.1	8%	Cc1cccc(CSc2nnc(NC(=O)CSc3nnc(C)s3)s2)c1	0.6%	9%	0.6%	-10%	2%
/	-8%	/	11%	N#C/C(=N\Nc1ccc(F)cc1)C(=O)C1CC1	/	-13%	5.1%	-40%	/
/	2%	/	-10%	Cc1ccc(CNC(=O)CCCn2nc(C)c3c(C)n(-c4ccccc4)nc3c2=O)cc1	/	18%	1.5%	12%	/
/	1%	/	-24%	O=C(CN1C(=O)c2cccc3cccc1c23)NC1CCCCC1	/	-4%	1.6%	15%	/
8%	-2%	1.1	-10%	Cc1cc(C(=O)COC(=O)c2ccc(O)cc2)c(C)n1CC1COc2ccccc2O1 (configuration not stated)	5.3%	-22%	5.5%	8%	4%
-2%	-3%	1.1	-29%	C=CCNC(=O)CSCc1ccc(Br)cc1	-0.7%	-10%	-1.1%	-41%[20 µM]	-6%
4%	-3%	1.1	-5%	COc1cccc(C(=O)NCC(=O)n2nc(C)cc2C)c1	-5.8%	-13%	3.5%	5%	-1%
/	-7%	/	-22%	CC(C)NC(=O)CN(Cc1ccc2c(c1)OCO2)C(=O)CCC(=O)Nc1ccccn1	/	12%	-4.1%	4%	/
/	-5%	/	-24%	Cc1ccc(C)c(OCc2cc(C(=O)N3CCN(c4cnccn4)CC3)no2)c1	/	-11%	5.5%	-23%	/
/	-8%	/	-35%	Cc1nonc1NC(=O)c1oc2ccc(F)cc2c1C	/	-4%	3.6%	-37%	/
/	-11%	/	-7%	Cc1cc(NCc2cccnc2)no1	/	-25%	0.8%	-15%	/
-6%	-10%	1	2%	Cc1cccc2c(-c3ccccc3)cc(=O)[nH]c12	-0.8%	12%	-2.4%	-1%	-2%
34%	-3%	1.2	-40%	Clc1ccccc1-c1nnc(CNC2CC2)o1	-4.3%	-14%	-3.2%	-7%	5%
/	-3%	/	-12%	COc1cc(/C=N/Nc2nc(C)cc(=O)[nH]2)ccc1O	/	6%	2.3%	6%	/
-3%	-9%	1.1	-7%	COc1ccc(C)cc1N(CC(=O)Nc1ccc2c(c1)OCCO2)S(C)(=O)=O	-3.1%	4%	-3.7%	-17%[20 µM]	-4%
-14%&-13%	-7%&-5%	0.8&1.1	-1%&-31%	CCOC(=O)C1CCCN(CCCc2ccccc2)C1 (configuration not stated)	-1.5%&-5.8%	8%&7%	3.1%&-1.8%	-12%&-4%	-11%&-17%
4%	-3%	1.1	-35%	Cc1cccc(OCC(=O)N/N=C/c2ccc3c(c2)OCO3)c1	-4.3%	-21%	-2.4%	-6%	0%
/	-1%	/	1%	CC(C)NC(=O)C(=O)NCc1ccccn1	/	22%	1.6%	24%	/
-13%	2%	1	43%	CCOc1ccc(S(=O)(=O)Nc2ccccc2SC)c2cccnc12	-5.7%	12%	3.2%	-19%	3%
9%	6%	0.8	-8%	O=[N+]([O-])c1ccc(N/N=C\c2ccccc2OCc2ccccc2)cc1	-19%	-18%	5.1%	14%	12%
/	-5%	/	-5%	CSc1cccc(NC(=O)CCCNC(=O)c2ccc(Cl)cc2)c1	/	-9%	0.0%	-33%	/
5%	1%	1.1	10%	COc1cc(OC)cc(OCC(O)Cn2cnc3cc(C)c(C)cc32)c1 (configuration not stated)	6.9%	12%	-4.4%	13%	5%
1%	-6%	1	-14%	CCOC(=O)NC(=O)c1cn(CCN(C)C)c(=O)[nH]c1=O	1.0%	6%	1.3%	14%	2%
/	-5%	/	-11%	CCC1CN(C(=O)N2CCC(C(=O)NCc3cccc(OC)c3OC)CC2)c2cc(C)ccc2O1 (configuration not stated)	/	-4%	2.8%	-8%	/
4%	0%	1.1	-30%	CCCCC(NC(C)=O)c1nc2ccccc2n1CCC (configuration not stated)	-2.1%	2%	-3.5%	13%	-3%
-7%	-7%	1	-18%	CCOc1ccccc1Oc1c(C)oc2c(CN3CCN(C)CC3)c(O)ccc2c1=O	-1.4%	7%	-3.0%	14%	1%
/	-7%	/	-32%	CCOC(=O)/C=C/C(=O)OCC(=O)N1CCN(C(=O)c2ccco2)CC1	/	0%	0.8%	23%	/
/	-6%	/	-47%	Cn1c(SCC(=O)Nc2ccc(N3CCOCC3)cc2)nnc1-c1ccccc1F	/	-10%	0.7%	1%	/

# Another view of part of the listing above.
CSc1cccc(NC(=O)CCCNC(=O)c2ccc(Cl)cc2)c1
  human PMI inhibition: /
  LYP inhibition: -5%
  TNAP activation fold: /
  NOD1 inhibition: -5%
  XIAP displacement: /
  HEK293 NOD2/NF-kB: -9%
  KOR beta-arrestin-1: 0.0%
  KOR beta-arrestin-2: -33%
  human PMI inhibitors: /
COc1cc(OC)cc(OCC(O)Cn2cnc3cc(C)c(C)cc32)c1 (configuration not stated)
  human PMI inhibition: 5%
  LYP inhibition: 1%
  TNAP activation fold: 1.1
  NOD1 inhibition: 10%
  XIAP displacement: 6.9%
  HEK293 NOD2/NF-kB: 12%
  KOR beta-arrestin-1: -4.4%
  KOR beta-arrestin-2: 13%
  human PMI inhibitors: 5%
CCOC(=O)NC(=O)c1cn(CCN(C)C)c(=O)[nH]c1=O
  human PMI inhibition: 1%
  LYP inhibition: -6%
  TNAP activation fold: 1
  NOD1 inhibition: -14%
  XIAP displacement: 1.0%
  HEK293 NOD2/NF-kB: 6%
  KOR beta-arrestin-1: 1.3%
  KOR beta-arrestin-2: 14%
  human PMI inhibitors: 2%
